NS5 inhibitors: flavivirus cap methylation enzyme inhibition – biochemical, confirmation dose response, primary screen (AID 588689) | 340,000 tested, 0.3% active | inhibition, % at 25 µM, or IC50 in µM where a hit was titrated | Dengue-2 NS5 methyltransferase capping enzyme assay, biochemical; higher % means a stronger effect; in the data active = a potency from the dose series; inconclusive = inhibition above about 29% without an active follow-up result
West Nile antiviral: inhibition of WNV-induced cytopathic effect – cell-based, CPE readout (AID 1621). 290,000 tested, 0.02% active. one-dose CPE inhibition, % at 10 µM; IC50 in µM for titrated hits. West Nile virus-infected cells, CPE inhibition; higher % means a stronger effect; in the data active = a potency from the dose series; inconclusive = CPE inhibition mostly from about 3.7% at the one dose, without a potency; inactive = the rest, 99 in 100 with CPE inhibition below about 2.2%; note: strong numbers were not always called active
GPR35 arrestin U2OS: GPR35 antagonists blocking zaprinast-driven arrestin recruitment, primary screen, imaging, U2OS, beta-arrestin-GFP, zaprinast agonist (AID 2058) | U2OS GPR35 beta-arrestin-GFP translocation imaging, zaprinast antagonism; higher % means a stronger effect | inhibition, % at 10 µM, or IC50 in µM where a hit was titrated | 290,000 tested, 0.052% active;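 active = inhibition of at least 50% with at least 30 cells and total cytoplasm GFP at most 10,000,000; inconclusive = under 30 cells or total GFP of 10,000,000 plus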
Rac1 GTP hydrolysis: MgcRacGAP GTPase-activating activity inhibitors, confirmation, biochemical, ADP Hunter fluorescence | MgcRacGAP-stimulated Rac1 GTP hydrolysis, ADP Hunter fluorescence; higher % means a stronger effect; GST-tagged Rac1 F28L mutant substrate | inhibition, % at 30 µM; hits with a dose series show IC50 in µM | 340,000 tested, 0.6% active;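 active = first-screen hits whose inhibition reached a set limit at any dose in the follow-up dose series; inconclusive = inhibition above the set first-screen limit but never retested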;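 note: fluorescence reports GDP produced by GAP-driven GTP hydrolysis; strong numbers were not always called active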
PhoP inhibition: PhoP-dependent GFP reporter repression – Salmonella Typhimurium, primary screen (AID 1863) | inhibition, % at 50 µM, or IC50 in µM where a hit was titrated | 300,000 tested, 0.16% active | S. Typhimurium PhoP-regulated promoter GFP reporter, 4 h; higher % means a stronger effect;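 active = inhibition over 29.93%, a cutoff 3 SD above the screen mean, later confirmed by dose response; inconclusive = inhibition over 29.93% but no dose response follow-up; inactive = inhibition at most 29.93% or unconfirmed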;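 note: 0% = low Mg2+ inducing control and 100% = high Mg2+ repressing control; strong numbers were not always called active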
RSV CPE inhibition: inhibition of RSV-induced cytopathic effect – HEp-2 cells, primary 10 µM value included (AID 2391) | HEp-2 cells, RSV-induced CPE inhibition; higher % means a stronger effect | one-dose CPE inhibition, % at 10 µM; IC50 in µM for titrated hits | 310,000 tested, 0.13% active; in the data active = a potency from the dose series; inconclusive = CPE inhibition mostly from about 23% at the one dose, without a potency; inactive = the rest, 99 in 100 with CPE inhibition below about 21%; note: strong numbers were not always called active
LYP phosphatase: PTPN22 lymphoid phosphatase activity blockers – biochemical, fluorescence intensity, uHTS (AID 1779); recombinant LYP phosphatase, fluorescence intensity; higher % means a stronger effect; inhibition, % at 11.5 µM; hits with a dose series show IC50 in µM; 290,000 tested, 0.054% active; in the data active = inhibition above about 50%;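 note: plate controls were vehicle with enzyme for no effect and no enzyme for full effect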
SV40 large T antigen: SV40 large T antigen inhibitors, biochemical (AID 1903); 310,000 tested, 0.39% active; inhibition, % at 20 µM; hits with a dose series show IC50 in µM; SV40 large T antigen ATPase/helicase inhibition assay; higher % means a stronger effect; in the data active = a potency from the dose series; inconclusive = inhibition mostly from about 32% at the one dose, without a potency; inactive = the rest, 99 in 100 with inhibition below about 32%; note: strong numbers were not always called active
CSM14.1 death rescue: protection against thapsigargin-triggered cell killing – 384-well, CSM14.1, ATP luminescence, primary screen (AID 1222) | cellular ATP content (survival), % at 20 µM; hits with a dose series show EC50 in µM | 190,000 tested, under 10 active | CSM14.1 thapsigargin-induced death rescue, ATP luminescence; higher % means a stronger effect;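 active = EC50 below 50 µM in the dose-response confirmation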;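 note: death triggered by thapsigargin at about 15 µM added after 2 h compound pretreatment; cell ATP read after overnight thapsigargin exposure of roughly 18 to 22 hours; normalized against plate controls of thapsigargin alone and 5% DMSO vehicle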
NS5 inhibitors pilot replicate: further read-out of NS5 inhibitors, marked with its call; inhibition, %; measured here: pilot screen replicate inhibition
* = called active by the depositor; u = inconclusive; x = no result given; & = joins results of further samples.

SMILES	NS5 inhibitors	West Nile antiviral	GPR35 arrestin U2OS	Rac1 GTP hydrolysis	PhoP inhibition	RSV CPE inhibition	LYP phosphatase	SV40 large T antigen	CSM14.1 death rescue	others
C[C@@H]1NC(=O)N[C@@H]1CCCCCC(=O)O	2%	0.4%	x	3%	-10%	-0.5%	x	16%	x
COC(=O)c1sc(S(=O)(=O)NCCC(=O)O)c(C(=O)OC)c1C	-2%	-0.4%	2%	4%	8%	0.3%	-2%	3%	0.0%
O=C(COC(=O)c1ccc(Br)o1)Nc1nc2c(F)c(F)c(F)cc2s1	-46%	-0.1%	19%	-11%	-17%	6.9%	-6%	6%	x
COCCc1nc2ccc(C(=O)NCc3cccc(-n4cccn4)c3)cc2o1	6%	0.2%	1%	2%	14%	1.6%	-8%	21%	x
O=C1NC(c2ccc(Cl)c([N+](=O)[O-])c2)Nc2ccccc21 (centres undefined)	-10%	-0.9%	-20%	3%	11%	-0.5%	-4%	-1%	-0.9%
Cc1ccc(NC(=O)c2cn(CCC#N)nc2-c2cccs2)c([N+](=O)[O-])c1	-4%	-1.9%	10%	10%	11%	5.2%	-9%	3%	-2.0%
CCOC(=O)C1=C(O)C(=O)N(Cc2cccnc2)C1c1ccc(OC)cc1 (centres undefined)	x	0.4%	6%	x	-7%	0.4%	1%	75%	-0.4%
CCn1ccnc1CN(C)Cc1cn(-c2ccc(C)cc2)nc1-c1ccc(F)cc1	-4%	-0.5%	-19%	5%	14%	13%	-3%	4%	-0.4%
C(=N\Nc1nc2ccccc2s1)/c1cccs1	-5%	-0.4%	24%	0%	15%	14%	-3%	9%	-4.1%
CCOC(=O)c1cnc(-n2nc(C)cc2C)nc1NC1CCCC1	0%	2.8%	0%	19%	-6%	21%	-5%	15%	x
CCOc1ccc(NC(=S)Nc2ccc(OCC)cc2)cc1	8%	-0.6%	0%	3%	x	0.6%	-3%	x	-0.6%
O=C(Nc1nc2cc(Cl)ccc2s1)C1CCCN(S(=O)(=O)c2cccc3cccnc23)C1 (centres undefined)	-2%	-0.4%	-13%	7%	-1%	6.0%	0%	-2%	-0.8%
CCOc1cc(NC(=O)c2ccco2)c(OCC)cc1NC(=O)Cc1cccc(OC)c1	-11%	1.1%	17%	3%	-6%	3.3%	4%	6%	x
C/C=C/c1ccc(OCC(=O)Nc2ccc(OC)c(OC)c2)c(OC)c1	0%	0.8%	-9%	-9%	0%	17%	-1%	16%	-0.2%
O=C(NCC1CCCN(Cc2cccc(F)c2)C1)c1cccc2ccccc12 (centres undefined)	-6%	-0.9%	-9%	4%	16%	-0.6%	-11%	-2%	x
O=C(Nc1ccc(OC(F)F)cc1)c1cc[n+]([O-])cc1	-9%	-0.1%	-2%	1%	8%	2.5%	-9%	2%	x
O=C(N/N=C\c1cccs1)c1sccc1-n1cccc1	-5%	0.0%	5%	18%	-3%	1.6%	-3%	10%	x
COc1ccc(-c2nnn(CC(=O)OC3CCCCC3)n2)cc1OC	6%	0.1%	4%	10%	8%	0.1%	-4%	11%	-1.5%
CC1(C)CC(=O)C=C(Nc2ccccc2C#N)C1	-2%	-0.2%	0%	8%	3%	2.1%	-5%	3%	x
COC(=O)CNC(=O)C1CCN(c2nc(C)cc(C)n2)CC1	-5%	-0.4%	-2%	8%	-12%	1.5%	-9%	1%	-2.9%
COc1ccc(-n2c(SCC(=O)Nc3cccc(S(N)(=O)=O)c3)nc3ccccc3c2=O)cc1OC	4%	0.7%	-13%	4%	-8%	1.2%	2%	10%	x
O=[N+]([O-])c1ccc2nc(-c3ccccc3)cc(-c3ccccc3)c2c1	-6%	1.1%	-4%	7%	-9%	10%	-6%	8%	-1.3%
Cc1cc(C)cc(Oc2cc(NC(=O)c3cn(C)nc3C)cc([N+](=O)[O-])c2)c1	-6%	0.2%	-5%	-5%	-6%	1.1%	-8%	20%	2.7%
O=C(NCc1cccnc1)c1cnc2sccn2c1=O	0%	-0.2%	15%	3%	-1%	-0.1%	-2%	3%	-2.5%
C=CCNC(=S)N1CCC(C(=O)c2ccc(Cl)cc2)CC1	-7%	-1.9%	-11%	11%	-2%	9.5%	-6%	8%	x
COc1ccc(C(=O)Nc2ccc3c(c2)C(=O)NC3=O)cc1	-2%	1.0%	-9%	-2%	x	4.6%	-10%	x	x
CCc1ccc2nc(NC(=O)CCCc3cccs3)sc2c1	-7%	x	-8%	5%	-10%	5.0%	-1%	-2%	-0.2%
O=C(CCCCCNC(=O)N1CCn2c1nc1ccccc12)N[C@@H](Cc1ccccc1)C(=O)O	2%	-0.5%	8%	-2%	-1%	0.7%	-8%	11%	x
Cc1cccn2cc(CSc3ccccc3N)nc12	0%	-0.1%	-2%	6%	15%	2.9%	-8%	11%	-1.8%
CCCn1nc(NC(=O)C(C)C)c2cc3cc(OC)ccc3nc21	-1%	2.2%	-6%	6%	-3%	2.5%	1%	10%	x

Reprinted at random: two entries already listed, in no set order.
SMILES	NS5 inhibitors	West Nile antiviral	GPR35 arrestin U2OS	Rac1 GTP hydrolysis	PhoP inhibition	RSV CPE inhibition	LYP phosphatase	SV40 large T antigen	CSM14.1 death rescue	others
C/C=C/c1ccc(OCC(=O)Nc2ccc(OC)c(OC)c2)c(OC)c1	0%	0.8%	-9%	-9%	0%	17%	-1%	16%	-0.2%
O=C(N/N=C\c1cccs1)c1sccc1-n1cccc1	-5%	0.0%	5%	18%	-3%	1.6%	-3%	10%	x

Following part
SMILES	NS5 inhibitors	West Nile antiviral	GPR35 arrestin U2OS	Rac1 GTP hydrolysis	PhoP inhibition	RSV CPE inhibition	LYP phosphatase	SV40 large T antigen	CSM14.1 death rescue	others
O=C(c1cccc2ccccc12)N1CCC(N2CCN(c3ccccc3)CC2)CC1	-1%	-1.1%	11%	u	9%	-2.4%	-1%	11%	-2.0%
Cc1nc(CCNC(=O)CC2C(=O)NCCN2Cc2ccccc2)nc2c1CCC2 (centres undefined)	2%	-0.5%	1%	1%	2%	0.7%	-8%	22%	x
O=C(NCCc1ccc(Cl)cc1)/C(=C/c1cccnc1)NC(=O)c1ccccc1	-7%	-1.0%	-5%	6%	34%	1.8%	1%	9%	-2.0%
Cc1ccc(S(=O)(=O)NC2CCCCC2)c(C)c1NS(C)(=O)=O	-8%	0.8%	-5%	-3%	-1%	1.6%	-5%	9%	-0.7%
C=CCN1C=C2C(=O)C(C)(OC(=O)c3ccco3)C(=O)C(C=C)=C2C=C1C1CC1 (centres undefined)	x	0.3%	x	x	8%	-0.1%	x	20%	x
CCCn1c(CCc2ccccc2)nnc1SCC(=O)N1CCOCC1	1%	-0.1%	6%	-1%	-4%	0.8%	2%	8%	x
CCc1nn2c(N)c(/C=C3\C=Nc4ccccc43)c(=O)nc2s1	14%	0.1%&0.3%	-6%&4%	-2%	-5%&-10%	4.4%&3.7%	-2%&1%	22%&3%	1.0%
COc1ccc(NC(=O)CSc2cccc3cccnc23)c(OC)c1	-4%	-0.6%	6%	5%	13%	2.8%	-8%	-30%	-1.5%
Cc1ccc(-c2csc3nc4c5ccccc5c(NCCCN(C)C)nn4c(=O)c23)cc1	-12%	-1.9%	-27%	30%	19%	-4.5%	-18%	23%	-3.8%
Cc1cc(N2C(=O)C(O)=C(C(=O)c3ccc(C)o3)C2c2cccc(Oc3ccccc3)c2)no1 (centres undefined)	32µM*	0.2%	-14%	7%	2%	4.5%	-3%	5%	x
COc1ccccc1N1CC(C(=O)Nc2nnc(SCc3ccccn3)s2)CC1=O (centres undefined)	-1%	0.0%	5%	7%	-11%	1.3%	-5%	4%	-4.0%
O=C(CSc1ccsc1[N+](=O)[O-])NCc1ccccc1	-5%	-0.4%	16%	10%	2%	0.2%	-8%	19%	1.0%
O=C(NCCN1C(=O)S/C(=C\c2cccnc2)C1=O)c1ccc(S(=O)(=O)N2CCCC2)cc1	-6%	0.1%	-4%	2%	-12%	0.8%	-4%	3%	x
O=C(Nc1cccnc1)c1ccc(COCC(F)(F)F)cc1	2%	0.0%	3%	8%	2%	2.8%	-8%	8%	-2.0%
COc1cc(NC(=O)c2ccc(Cl)cc2)c(Cl)cc1NC(=O)c1cccnc1	4%	2.7%	0%	5%	-7%	0.4%	-13%	15%	x
CCOC(=O)c1c(CN2CCN(C)CC2)oc2ccc(OC)cc12	-3%	-0.2%	0%	-4%	13%	-1.5%	-11%	-1%	3.3%
C/C(=N\N1CCN(Cc2ccc(C)cc2)CC1)c1ccco1	-1%	-0.4%	5%	3%	-13%	-0.7%	-4%	5%	-0.7%
O=C(Cn1c(=S)[nH]c2ccccc2c1=O)N1CCN(c2ccc(F)cc2)CC1	8%	-0.7%	-1%	11%	7%	1.9%	-6%	5%	-0.6%
CC[C@H](C)[C@H](NC(N)=O)C(=O)NNC(=O)c1ccc(COc2cccc3cccnc23)cc1	-3%	-0.2%	4%	5%	4%	1.2%	-11%	3%	x
Cc1ccc(N2N=C(c3ccc(Br)cc3)CCC2=O)cc1	-5%	-0.8%	1%	6%	17%	3.8%	-3%	-1%	2.2%
Cc1nc(N2CCOCC2)nc(OC(C)C)c1[N+](=O)[O-]	-6%	-1.4%	-1%	3%	-2%	u	-9%	-7%	-0.1%
O=S(=O)(Nc1ccc(S(=O)(=O)Nc2nccs2)cc1)c1ccc2c(c1)OCCO2	0%	-0.4%	-18%	2%	-18%	11%	-6%	5%	-5.3%	NS5 inhibitors pilot replicate=-5.0
COCCCN(C(=O)CCOc1ccc(C(C)(C)C)cc1)c1c(N)n(Cc2ccccc2)c(=O)[nH]c1=O	3%	x	x	1%	0%	-0.4%	x	11%	x
Nc1nc(SCC(=O)Nc2ccc(C(F)(F)F)cc2)[nH]c(=O)c1NC(=O)c1ccc(F)c(F)c1	-1%	-0.5%	2%	7%	-2%	1.6%	-10%	7%	x
COC(CN(C)C(C(=O)NC1CCCCC1)c1ccccc1)OC (centres undefined)	2%	0.4%	10%	4%	-1%	1.2%	-4%	-3%	-1.8%
COC(CNC(=O)Cn1ncc2ccsc2c1=O)OC	-7%	0.3%	-11%	8%	3%	0.1%	-5%	6%	-0.1%
CCCCc1cc(=O)oc2cc(C)cc(OCC(=O)NC(Cc3ccc(Cl)cc3)C(=O)O)c12 (centres undefined)	1%	-0.5%	-9%	-1%	x	1.1%	-9%	x	x
CCN1C(=O)CC(C(=O)Nc2ccc(F)cc2)SC1=Nc1cccc(OC)c1 (centres undefined)	-3%	x	-1%	13%	4%	11%	-4%	18%	-1.2%
COc1ccc(/C(N)=N/OC(=O)c2ccc(Br)o2)cc1	3%	0.0%	3%	0%	4%	1.0%	-8%	5%	x
O=c1oc2ccccc2n1Cc1ccccc1F	-6%	-0.2%	-1%	6%	0%	1.0%	-8%	16%	x

Source: PubChem (several laboratories)
